Assay outcomes as filed in PubChem BioAssay.
PRMT1 FP inh: PRMT1 (human) inhibition, primary screen; AID 652257; recombinant PRMT1, activity-based probe fluorescence polarization; 1.3% of 370,000 active; Q99873; inhibition, % at 2.79 µM;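 active means inhibition above about 21% made by adding two undisclosed values, limit read from the data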
NPR1 activator: GC-A (human) enzyme activation; HEK293 GC-A cells, cGMP TR-FRET, EC30 ANP; 0% at EC30 ANP, 100% saturating ANP; activation, % at 10 µM; 0.14% of 370,000 active; in the data active means activation above about 40%
Target sequence (P16066 whole entry, looked up): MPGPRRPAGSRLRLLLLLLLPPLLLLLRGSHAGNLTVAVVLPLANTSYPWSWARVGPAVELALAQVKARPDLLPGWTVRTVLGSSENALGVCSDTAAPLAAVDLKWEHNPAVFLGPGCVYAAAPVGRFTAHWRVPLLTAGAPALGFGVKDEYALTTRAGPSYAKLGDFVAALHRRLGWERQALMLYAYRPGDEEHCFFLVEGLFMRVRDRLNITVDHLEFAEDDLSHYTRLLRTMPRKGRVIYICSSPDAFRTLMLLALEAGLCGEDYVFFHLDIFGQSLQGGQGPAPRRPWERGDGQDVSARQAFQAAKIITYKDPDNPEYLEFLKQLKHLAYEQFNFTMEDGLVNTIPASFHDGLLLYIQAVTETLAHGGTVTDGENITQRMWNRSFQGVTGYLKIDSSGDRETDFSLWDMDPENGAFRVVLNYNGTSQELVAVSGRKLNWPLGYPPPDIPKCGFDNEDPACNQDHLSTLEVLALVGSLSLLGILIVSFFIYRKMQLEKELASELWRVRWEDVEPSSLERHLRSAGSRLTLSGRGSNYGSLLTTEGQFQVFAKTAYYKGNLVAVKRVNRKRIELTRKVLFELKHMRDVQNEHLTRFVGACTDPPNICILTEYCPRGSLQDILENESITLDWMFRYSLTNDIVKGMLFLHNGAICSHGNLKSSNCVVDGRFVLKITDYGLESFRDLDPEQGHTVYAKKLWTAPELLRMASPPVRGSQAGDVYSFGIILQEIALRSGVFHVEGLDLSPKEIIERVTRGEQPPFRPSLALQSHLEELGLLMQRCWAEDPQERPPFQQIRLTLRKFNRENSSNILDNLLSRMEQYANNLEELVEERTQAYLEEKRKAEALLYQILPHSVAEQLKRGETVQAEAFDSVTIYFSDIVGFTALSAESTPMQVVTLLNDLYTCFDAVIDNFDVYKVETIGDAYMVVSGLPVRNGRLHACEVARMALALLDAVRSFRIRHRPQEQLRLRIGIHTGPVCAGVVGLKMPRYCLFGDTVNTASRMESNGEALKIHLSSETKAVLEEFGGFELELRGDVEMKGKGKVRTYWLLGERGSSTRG
UHRF1 binding: human UHRF1 methylated DNA binding inhibitors. UHRF1 binding to methylated oligo, TR-FRET. Q96T88. 0.75% of 370,000 active. inhibition, % at 4.4 µM; in the data active means inhibition above about 21%;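 further: UHRF1 SRA domain binding a hemimethylated CpG hairpin DNA probe; 0% = median of test compound wells and 100% = reference inhibitor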
rCAG binder: molecules binding r(CAG) RNA repeats; r(CAG) RNA repeat, TO-PRO-1 dye displacement fluorescence; inhibition, % at 3 µM; 1.3% of 370,000 active; AID 651821;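 active means inhibition above the plate cutoff, the mean of all test compounds on that plate plus 3 SD, cut at about 35% in these data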;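 further: 0% = DMSO alone and 100% = 100 µM mitoxantrone as full dye displacement; higher means more dye released from RNA so lower well fluorescence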
HTRA1 inh: blocks human HTRA1 serine peptidase; Q92743; recombinant HTRA1, FP-rhodamine activity-based probe, fluorescence polarization; inhibition, % at 5.96 µM; 0.5% of 340,000 active; AID 504803; in the data active means inhibition above about 36%;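 further: 0% = enzyme with DMSO and 100% = wells lacking enzyme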
TCR-CD3 inh: human TCR-CD3 binding inhibition; TAMRA-labeled TCR probe fluorescence, biochemical; inhibition, % at 9.4 µM; 0.37% of 360,000 active; in the data active means inhibition above about 19%;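 further: recombinant mutant TCR 2C K166C tagged with TAMRA read by polarization; 0% = receptor in buffer alone and 100% = receptor with positive control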
SIAE primary: blocks human sialic acid acetylesterase; Q9HAT2; SIAE FP-Rh probe binding, fluorescence polarization; inhibition, % at 9.66 µM; 0.69% of 370,000 active; AID 1053197;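 active means inhibition above a cutoff: mean of compounds within the control limits plus 3 SD of those, cut at about 17% in these data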;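 further: 0% = plate median of compound wells and 100% = probe without SIAE protein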
MBD2 inh: blocks human MBD2 binding to methylated DNA | Q9UBB5 | TR-FRET, MBD2 binding to methylated oligonucleotide | inhibition, % at 4.4 µM | 0.31% of 370,000 active | AID 686964; in the data active means inhibition above about 13%
GC-B act: GC-B (human) receptor activation; HEK293-GC-B cells, CNP EC30, cGMP TR-FRET; 0% at EC30 CNP, 100% saturating CNP; activation, % at 10 µM; P20594; 0.11% of 370,000 active;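 active means activation at 10 µM reaching about 35% in either raw or pattern-adjusted values, limit read from the data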
ABHD4 inh: ABHD4 (mouse) inhibition, primary FP screen. inhibition, % at 8.92 µM. 0.54% of 370,000 active. Q8VD66. purified mABHD4, FP-Rh probe fluorescence polarization;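 active means inhibition exceeding the mean over every tested compound plus 3 SD, cut at about 30% in these data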;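 further: 0% = plate median of compound wells and 100% = S159A mutant with DMSO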
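Assay system: wild-type mouse ABHD4 protein; compound: single nominal dose of 8.92 µM, 0.89% DMSO final; schedule: 45 min + 60 min at 25 °C; measured by: FP readout, ex 525 nm / em 598 nm; evaluation: % inhibition of FP-Rh probe binding versus controls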
Starred values were filed as active, the others as inactive; . = not tested or not shown.

SMILES	PRMT1 FP inh	NPR1 activator	UHRF1 binding	rCAG binder	HTRA1 inh	TCR-CD3 inh	SIAE primary	MBD2 inh	GC-B act	ABHD4 inh
CN(CC(=O)Nc1ccc(N2CCOCC2)cc1)C(=O)CCNC(=O)c1ccccc1Cl	3	0	5	0	1	-6	9	14*	0	3
CC(SCc1ccccc1)C(=O)Nc1ccccc1 (stereo unspecified)	-1	0	-2	0	6	3	-7	0	2	7
CC(C)(C)NC(=O)CCSc1nnc(-c2ccco2)o1	-2	1	-3	-2	6	6	-1	-3	2	0
CCn1nnc(NC(=O)c2ccc([N+](=O)[O-])o2)n1	-3	4	3	-3	3	-4	3	2	-2	-4
Cn1c(SCc2ccccc2)nnc1C1CCCNC1 (stereo unspecified)	-2	3	-1	-2	0	0	-6	1	1	7
CCS(=O)(=O)c1ccc(O)c(NC(=O)Nc2ccccc2OC)c1	5	1	3	1	-15	-3	2	2	9	15
CC(C)[C@H](N)C(=O)NC[C@H](CC(=O)NC[C@H]1CC[C@H](C(=O)O)CC1)c1ccc(Cl)cc1	2	6	2	-3	7	-7	-5	4	2	6
CCOC(=O)CC1(NC(=O)C2CCC(=O)N(Cc3ccccc3F)C2)CCCCC1 (stereo unspecified)	-1	3	-1	-5	-9	-1	-1	2	-3	0
Cc1ccc(NC(=O)C(=O)NCc2ccncc2)cc1	-3	1	-1	-2	-2	9	3	4	-4	4
Nn1c(SCc2cn3cc(Cl)ccc3n2)nnc1-c1ccncc1	25*	-2	1	1	3	-1	-6	1	-5	-7
Cc1ccc(CNC(=O)C2CCN(c3nnc(N4CCCC4=O)s3)CC2)cc1	-1	0	-1	0	7	3	7	1	2	-3
CCSc1nnc2ccc(-c3ccc(C)cc3)nn12	-3	7	4	0	3	4	7	-3	2	-5
Cc1cc(=O)oc2cc(O)cc(O)c12	1	1	-3	-1	9	12	1	0	-3	2
CCN(Cc1ccc(OC)c(COC)c1)CC1CCCN(CCc2cccc(F)c2)C1 (stereo unspecified)	-3	-14	-5	-10	1	-2	-2	4	-6	2
Cc1ccc(C)c(NC(=O)COC(=O)CSc2ccccc2)c1	-1	0	11	-1	1	-5	-3	5	5	0
COC(=O)c1sc(NC(=O)CN2CCN(c3cccc(Cl)c3)CC2)c(C(=O)OC)c1C	-1	2	0	8	-9	3	-9	0	8	5
C/C(=N\NC(=O)c1nc2ccccn2c1C)c1ccc2c(c1)OCO2	1	-1	-2	0	1	8	-2	-1	-2	6
CCCCN1C(=O)C2NN=C(C(=O)OCC)C2C1=O (stereo unspecified)	-2	3	4	0	5	6	1	-6	4	2
CCN1CCCn2c1nc1c2c(=O)n(C)c(=O)n1C	-1	1	0	-4	8	-6	9	3	-1	5
CCn1cc(CNC(=O)c2cccc([N+](=O)[O-])c2)c(C)n1	1	-1	4	-5	-4	2	-2	2	2	-8

Next section (5 carried over from the part before).
SMILES	PRMT1 FP inh	NPR1 activator	UHRF1 binding	rCAG binder	HTRA1 inh	TCR-CD3 inh	SIAE primary	MBD2 inh	GC-B act	ABHD4 inh
COC(=O)c1sc(NC(=O)CN2CCN(c3cccc(Cl)c3)CC2)c(C(=O)OC)c1C	-1	2	0	8	-9	3	-9	0	8	5
C/C(=N\NC(=O)c1nc2ccccn2c1C)c1ccc2c(c1)OCO2	1	-1	-2	0	1	8	-2	-1	-2	6
CCCCN1C(=O)C2NN=C(C(=O)OCC)C2C1=O (stereo unspecified)	-2	3	4	0	5	6	1	-6	4	2
CCN1CCCn2c1nc1c2c(=O)n(C)c(=O)n1C	-1	1	0	-4	8	-6	9	3	-1	5
CCn1cc(CNC(=O)c2cccc([N+](=O)[O-])c2)c(C)n1	1	-1	4	-5	-4	2	-2	2	2	-8
Cc1cc(C)cc(NC(=O)CSc2nnc(CNC(=O)c3ccco3)o2)c1	-1	-1	1	-3	-3	1	-4	1	2	4
CCCn1c(SCC(=O)Nc2cccc(NC(C)=O)c2)nnc1C(C)C	-2	-2	-1	-1	2	-3	-2	-1	6	-4
S=C(Nc1ccc(Cl)cc1Cl)N1CCCC1	-2	3	-1	2	-1	0	-2	-1	-1	5
CC(=O)Nc1c(Cl)n(C(C)=O)c2ccccc12	0	3	1	-1	9	-1	0	2	0	5
COc1cccc(CC(=O)n2nc(N)c3cc4ccc(OC)cc4nc32)c1	-5	-1	-1	7	-8	-2	-2	-7	0	-3
O=C(NNC(=O)C1CC1)c1cc2cc3ccccc3nc2s1	-5	-3	-20	8	6	-13	-6	-5	-10	-10
O=C(NCC(c1ccco1)N1CCOCC1)c1ccc(Cl)cc1 (stereo unspecified)	2	-3	1	0	3	0	-4	3	-5	0
CC(C)C[C@@H](CN1CCC[C@H]1CN1C(=O)C(=O)NC[C@@H]1Cc1ccccc1)N1C[C@H](Cc2ccc(O)cc2)N(CC2CCCCCC2)C(=O)C1=O	-2	5	3	9	.	2	-5	0	2	-4
COCc1cc(C)nc(N/N=C/c2ccc(-c3ccc(Cl)cc3[N+](=O)[O-])o2)c1C#N	0	5	-3	8	-6	5	7	2	-3	2
Cc1ccc(NC(=O)c2ccc(COc3ccc4c(c3)CCC4)cc2)c(C)c1	2	-6	-2	0	1	7	-3	5	6	10
N#Cc1c(SCC(=O)N2CCCCC2)nsc1SCC(=O)N1CCCCC1	2	-1	0	-4	-6	-5	1	0	-3	-2
COc1ccccc1S(=O)(=O)Nc1cc(C)nn1-c1ccc(C)cc1	3	4	0	9	-14	1	1	-4	1	3
O=C(O)CN1C(=O)c2cccc(Oc3ccc(Cl)cc3)c2C1=O	3	-1	1	4	7	-5	-4	-1	-3	3
Cn1c(C(=O)N[C@@H](C(=O)O)c2ccccc2)cc2cc(Cl)ccc21	0	2	-4	29	-6	2	-8	6	0	5
COc1ccc2[nH]c(C(=O)NCCN3CCOCC3)cc2c1	-1	5	-2	5	5	0	12	0	-2	-1
CC(C)c1ccccc1NC(=O)COC(=O)c1cc(=O)[nH]c(=O)[nH]1	3	-1	3	4	3	-4	-1	-2	4	0
Cc1cccc(NC(=O)/C(=C\c2ccc([N+](=O)[O-])o2)NC(=O)c2ccc(Cl)cc2)c1	-1	3	8	20	-36	8	-1	5	-8	0
O=C(O)c1ccc(/C=C2\CCCc3c2nc2ccccc2c3C(=O)O)cc1	-2	-1	-2	3	4	6	0	2	-1	10
CSc1ccccc1C(=O)NCc1ccc(F)cc1	-5	4	-4	0	0	3	-8	0	4	-1
CC(=O)N1N=C(c2ccccc2)CC1c1cn(Cc2ccccc2)c2ccccc12 (stereo unspecified)	0	-2	4	2	-17	-6	-10	4	2	-23
CCOc1ccc(CCNC(=O)C2CCCN(c3nn4c(=O)cc(C)nc4s3)C2)cc1OCC (stereo unspecified)	-1	-5	0	0	-1	1	-4	2	-5	1
CN(CC(=O)N1CCN(c2ncccn2)CC1)S(=O)(=O)c1ccc(Cl)cc1	0	-6	1	-2	1	10	2	-2	1	4
CCOP(=O)(OCC)C(NC(=O)Nc1ccc(Cl)c(Cl)c1)c1ccccc1 (stereo unspecified)	2	-4	3	12	-27	-5	-11	3	0	-29
COc1ccccc1NC(=O)CSc1n[nH]c(-c2cccnc2)n1	0	1	-3	2	5	-10	5	-6	-7	3
CCN(CC(=O)NC(C)(C)C)C(=O)CCl	5	1	19	-1	5	-4	-3	-1	-1	5
CN(C)C(CNC(=O)c1ccc2nc[nH]c2c1)c1ccccc1 (stereo unspecified)	-4	-2	1	-4	-2	-5	5	-1	1	3
O=C(NCCc1ccccc1)C(c1ccccc1F)N(C(=O)c1csnn1)C1CC1 (stereo unspecified)	-1	-1	2	-1	2	-4	1	1	3	9
N#Cc1nc(-c2ccco2)oc1NCc1ccc(F)cc1	-1	4	0	1	-10	1	-3	-9	1	-1
COc1ccc(OC)c(N(CC(=O)NCc2cccnc2)S(C)(=O)=O)c1	-2	3	0	-3	2	11	-6	-6	4	6
COC(=O)[C@]12C[C@H](CC(=O)N3CCSCC3)C(=O)N(Cc3ccco3)C1=C[C@H](C(C)(C)C)O[C@@H]2C	5	-16	2	1	.	.	-4	2	-12	5
COc1cccc(NC(=O)NNC(=O)CCc2ccc(O)c(O)c2)c1	9	-1	1	-4	17	-6	6	4	-2	26
CCOc1ccc(Nc2nc3ccccc3n3nnnc23)cc1	4	-1	0	6	9	1	11	-4	-8	7
Nc1cc(=O)[nH]c(SCC(=O)c2ccc(O)cc2O)n1	-1	0	0	3	2	7	-7	-2	4	-5
CCCCCCCCNC(=O)C(CCC(=O)OCc1ccccc1)NC(C)=O (stereo unspecified)	3	3	2	-9	-8	0	3	1	0	2
NC(=O)c1nsc(C(=O)N(c2ccc(F)cc2)C(C(=O)NCC2CCCO2)c2c[nH]c3ccccc23)c1N (stereo unspecified)	2	-22	3	4	-16	-1	-2	3	-9	-14
C/C(N)=C(/C#N)C(=O)CSc1nc2cc(Cl)ccc2c(=O)n1-c1ccc(C)cc1	-2	-4	-2	8	-15	3	-24	-2	7	3
Cc1cccc(S(=O)(=O)Nc2ccc3c(c2)OCCO3)c1	-5	2	0	-2	-6	0	-2	1	-2	-3
Cc1ccc(C(=O)N(CCc2ccccc2)Cc2ccccc2)cc1S(=O)(=O)N1CCOCC1	-4	-4	-1	5	-14	7	-4	-3	-6	3
CCn1c(SCC(=O)Nc2c(C)n(C)n(-c3ccccc3)c2=O)nnc1-c1cccc(C)c1	1	0	1	-8	1	3	2	4	-1	7
CCc1cccc(NC(=O)CCCn2c(=O)[nH]c3ccsc3c2=O)c1	-2	-11	-2	1	-5	0	1	-2	-7	-1
CN(CCO)S(=O)(=O)c1ccc2c(c1)C(=NN)c1cc(S(=O)(=O)N(C)CCO)ccc1-2	-2	3	-5	8	-2	1	0	-10	1	5
Cc1[nH]c2ccccc2c1C(=O)CSC(=S)N(C)C1CCCCC1	4	0	26*	1	-3	2	-8	7	-2	8
CCCn1c(N2CCN(C(=O)/C=C/C(=O)O)CC2)nc2ccccc21	2	1	-3	0	-3	-2	0	2	3	2
Cc1ccc(S(=O)(=O)Nc2ccc(N3CCOCC3)cc2)cc1	-3	-1	-1	0	13	1	5	-1	-2	-2
CSc1ccc(/C=C/C(=O)OCC(=O)N2CCCCCC2)cc1	0	6	0	3	-6	5	5	-2	6	-7
Cc1cccc(NC(=O)C[n+]2ccccc2)c1	0	-3	3	2	5	2	1	3	1	0
CCCCCn1c(=O)c(C(=O)OCC)c(O)c2ccccc21	10	-2	3	3	1	-1	6	6	5	9
CCC(C)(C)C1CCC(=NNc2nc3ccccc3[nH]2)CC1 (stereo unspecified)	1	-3	-5	-1	27	-5	12	3	1	20
O=C(CCN1C(=O)C2CC=CCC2C1=O)OCC(=O)c1ccc(F)cc1 (stereo unspecified)	0	1	0	0	3	-1	-3	-1	1	3
COC(=O)[C@@]12CCCCC=C1N(CCc1ccc(Cl)cc1)C(=O)[C@H]2CC(=O)NCc1cccc2ccccc12	3	1	-1	14	.	.	-7	3	4	-5
CC(=O)N1c2ccc(S(=O)(=O)NCCC(=O)N(C)C3CCCCC3)cc2CC1C (stereo unspecified)	2	0	2	-4	1	0	-7	-1	2	-1
O=C(Nc1ccc(N2CCOCC2)cc1)c1cccc(S(=O)(=O)N2CCCC2)c1	2	3	1	4	-3	1	3	1	-2	-4

Only part of the results is shown; rates above refer to the full screens.
